Assay outcomes from PubChem.
PLC-beta3 inh – human PLC-beta3 inhibitors, primary screen, biochemical, fluorescence; Purified PLC-beta3, fluorogenic substrate; inhibition, % at 12.2 µM; 1-phosphatidylinositol 4,5-bisphosphate phosphodiesterase beta-3 (Homo sapiens), Q01970; 370,000 tested, 0.18% active; in the data active means inhibition above about 11%;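 further: 0% = median of compound wells on plate and 100% = full blocker control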
Target sequence (Q01970 whole entry, looked up): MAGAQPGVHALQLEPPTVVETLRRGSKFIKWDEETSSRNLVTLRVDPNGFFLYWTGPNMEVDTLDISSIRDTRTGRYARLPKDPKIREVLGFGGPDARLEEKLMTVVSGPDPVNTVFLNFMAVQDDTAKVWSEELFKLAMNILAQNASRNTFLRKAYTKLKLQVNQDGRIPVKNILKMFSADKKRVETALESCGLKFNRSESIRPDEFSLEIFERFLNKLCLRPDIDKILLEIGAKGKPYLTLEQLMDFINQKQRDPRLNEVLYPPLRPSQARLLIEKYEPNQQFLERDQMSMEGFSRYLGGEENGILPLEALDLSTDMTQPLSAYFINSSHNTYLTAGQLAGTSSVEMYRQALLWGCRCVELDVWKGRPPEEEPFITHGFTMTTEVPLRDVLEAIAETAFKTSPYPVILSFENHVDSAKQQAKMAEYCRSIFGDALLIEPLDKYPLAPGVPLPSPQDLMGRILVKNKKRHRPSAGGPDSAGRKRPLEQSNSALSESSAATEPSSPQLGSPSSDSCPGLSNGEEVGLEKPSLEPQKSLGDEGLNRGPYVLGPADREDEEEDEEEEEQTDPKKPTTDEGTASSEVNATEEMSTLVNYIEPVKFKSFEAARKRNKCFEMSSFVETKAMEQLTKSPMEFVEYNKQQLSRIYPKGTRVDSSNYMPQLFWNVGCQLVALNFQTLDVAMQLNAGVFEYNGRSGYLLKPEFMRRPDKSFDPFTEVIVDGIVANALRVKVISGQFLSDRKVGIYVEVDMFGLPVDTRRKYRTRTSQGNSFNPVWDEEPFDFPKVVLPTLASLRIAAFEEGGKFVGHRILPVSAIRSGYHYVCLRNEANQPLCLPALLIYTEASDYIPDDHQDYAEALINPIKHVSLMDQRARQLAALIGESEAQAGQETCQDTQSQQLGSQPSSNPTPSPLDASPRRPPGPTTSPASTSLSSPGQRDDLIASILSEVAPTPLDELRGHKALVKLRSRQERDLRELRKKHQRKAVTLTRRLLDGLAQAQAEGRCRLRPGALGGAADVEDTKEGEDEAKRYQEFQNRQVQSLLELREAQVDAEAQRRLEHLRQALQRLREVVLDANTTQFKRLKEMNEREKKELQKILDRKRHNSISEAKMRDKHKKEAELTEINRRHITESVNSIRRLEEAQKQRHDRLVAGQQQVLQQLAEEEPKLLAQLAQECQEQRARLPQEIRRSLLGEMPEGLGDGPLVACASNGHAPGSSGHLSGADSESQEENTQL
Rev-erbA mod – modulators of Rev-erb alpha DNA binding, primary screen, biochemical, FITC-DNA, fluorescence polarization, uHTS; activity, % at 10 µM; Rev-erbα–FITC-DNA binding, 90 min; Nuclear receptor subfamily 1 group D member 1 (Homo sapiens), P20393; AID 1259318, 2017; 370,000 tested, 0.79% active;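 active means activity above about 14%, limit read from the data; passing the limit was not always enough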;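 further: 0% = DMSO wells with 35 nM protein and 100% = DMSO wells with 750 nM protein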
DAX1 inh-1 – DAX1 (NR0B1) inhibitors, primary screen, cell-based, HEK293, Gal4-DAX1, luciferase luminescence; Nuclear receptor subfamily 0 group B member 1 (Homo sapiens), P51843; HEK293 Gal4-DAX1 luciferase reporter; inhibition, % at 6.75 µM; 340,000 tested, 0.99% active; AID 504766, 2011;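 active means inhibition above the mean over all tested compounds plus 3 SD, cut at about 4.2% in these data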;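 further: 0% = DAX1-transfected cells with DMSO and 100% = empty-vector control cells with DMSO; inhibition shows as a rise in luminescence from relieved DAX1 repression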
ADAM17 inh – ADAM17 inhibitors, primary screen, biochemical, QFRET; Disintegrin and metalloproteinase domain-containing protein 17 (Homo sapiens), P78536; 370,000 tested, 0.83% active; recombinant ADAM17, EDANS/DABCYL FRET peptide cleavage; inhibition, % at 6.95 µM;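 active means inhibition above the mean of compounds lying between control limits plus 3 SD, set per campaign, cut at about 8.5% in these data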;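 further: 0% = DMSO-only wells as the low control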
PLCg1 inh – PLC-gamma1 enzyme inhibitors, primary screen, biochemical, fluorescence, purified enzyme | fluorogenic substrate | inhibition, % at 12.2 µM | 370,000 tested, 0.84% active | AID 720700, 2013; in the data active means inhibition above about 9.5%
hcDAF-12 act – H. contortus DAF-12 nuclear receptor activators, primary screen, cell-based, luminescence, HEK293, lit1-tk-luc reporter. activation, % at 6.8 µM. AID 652067, 2013. 370,000 tested, 1.4% active. HEK293 hcDAF-12 lit1-tk-luc reporter; 0% DMSO, 100% Δ7-dafachronic acid;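 active means activation above the mean of all tested compounds plus 3 SD, cut at about 5.5% in these data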;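 further: 100% = response to 3 µM Δ7-dafachronic acid high control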
MBD2 inh – inhibitors of MBD2 binding to methylated DNA, primary screen, biochemical, TR-FRET, DNA-binding domain, human; Methyl-CpG-binding domain protein 2 (Homo sapiens), Q9UBB5; MBD2 binding to methylated oligonucleotide; inhibition, % at 4.4 µM; 370,000 tested, 0.31% active; in the data active means inhibition above about 13%
ssDAF-12 act – S. stercoralis DAF-12 nuclear receptor activators, primary screen, cell-based, luminescence, HEK293, GRIP1 co-expression, lit1-tk-luc | Nuclear hormone receptor DAF-12 (Strongyloides stercoralis) | HEK293 ssDAF-12/GRIP1 lit1-tk-luc reporter; % of 3 µM dafachronic acid response | activation, % at 6.8 µM | 370,000 tested, 1% active;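 active means activation above the mean over all tested compounds plus 3 SD, cut at about 0.9% in these data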;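 further: 0% = DMSO-only wells and 100% = 3 µM delta7-dafachronic acid wells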
DAX1 inh-2 – DAX1 (NR0B1) inhibitors on StAR promoter, primary screen, cell-based, luminescence, SF-1 (NR5A1), full-length DAX-1 | HEK293T StAR-luciferase reporter, SF-1/DAX-1 repression relief | inhibition, % at 6.8 µM | AID 652010, 2013 | 370,000 tested, 1.1% active;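 active means inhibition above the mean over all tested compounds plus 3 SD, cut at about 3.6% in these data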;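 further: 0% = DAX-1 cells with DMSO and 100% = cells lacking DAX-1 with DMSO; higher inhibition means more luminescence from relief of DAX-1 repression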
SMARCA2 act – SMARCA2 (BRM) function activators, primary screen, cell-based, luminescence, high throughput; 370,000 tested, 1% active; activation, % at 9.1 µM; MG213 cells, MMTV-luciferase reporter, dexamethasone, overnight; in the data active means activation above about 7.8%;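 further: 0% = vehicle wells and 100% = reference activator wells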
hgDAF-12 ag – H. glycines DAF-12 receptor agonists, primary screen, cell-based, luminescence, HEK293, GAL4 fusion, UAS-luciferase | AID 687014, 2013 | 370,000 tested, 1.8% active | activation, % at 6.8 µM | HEK293 GAL4-hgDAF12 UAS-luciferase reporter, agonist luminescence; normalized to butyrate control | Nuclear hormone receptor DAF-12 (Heterodera glycines), GAL4 fusion;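 active means activation above a cutoff set at the mean of all screened compounds plus 3 SD, cut at about 10% in these data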;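 further: 0% = DMSO wells and 100% = sodium butyrate wells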
The depositor's hits bear a star; i = inactive; . = no result given.

1) CCn1c(=O)c(-c2cc(=O)[nH][nH]2)c(O)c2ccccc21
2) OC(c1ccccc1)c1nc(-c2ccc(Cl)cc2)cs1 (stereo unspecified)
3) CS(=O)(=O)N(CCc1ccccc1)CC(=O)Nc1ccc(Br)cc1F
4) Cc1ccc(C)c(C(=O)n2cnnc2N)c1
5) CCOC(=O)Cc1csc(NS(=O)(=O)c2ccc(OC)cc2)n1
6) CS(=O)(=O)N(CCc1ccccc1)CC(=O)NCc1ccncc1
7) COc1ccc(OC)c(NC(=O)Nc2cccc(Cn3cccn3)c2)c1
8) C/C(Cl)=C\Cn1c(=O)c2c(nc3n2CCS3)n(C)c1=O
9) CCc1ccccc1NC(=O)c1ccccc1Sc1ccc([N+](=O)[O-])cc1Cl
10) CCOc1ccc(C(=O)NC(=S)N(Cc2ccccc2)Cc2ccccc2)cc1
compound no.	1	2	3	4	5	6	7	8	9	10
PLC-beta3 inh	-5	1	-1	1	-3	3	4	2	3	-4
Rev-erbA mod	-1	0	6	-4	-3	2	-4	-1	-2	3
DAX1 inh-1	1.4	.	1.6	0.0	2.2	-1.2	-1.0	0.2	1.7	-0.1
ADAM17 inh	-3	5	3	-4	-2	-4	1	-4	-2	2
PLCg1 inh	-5	-3	0	-2	1	2	4	0	1	0
hcDAF-12 act	-0.5	-1.0	-1.3	-0.6	1.6	2.5	-3.0	-1.1	0.4	0.5
MBD2 inh	-5	-5	4	-1	4	4	-5	3	-1	-3
ssDAF-12 act	-1.2	-1.1	-0.9	-0.6	-0.5	-1.5	-1.7	-1.1	-1.3	-0.7
DAX1 inh-2	0.0	1.6	-0.4	-0.1	0.1	0.9	-0.1	0.5	-0.1	-0.6
SMARCA2 act	1	2	-3	-4	-4	-3	3	0	1	-5
hgDAF-12 ag	3.4	6.7	-0.6	9.4	-2.8	1.3	-2.6	0.9	-1.3	0.7

11) N#CCCC1(CCC#N)c2ccccc2C(=O)c2ccccc21
12) CC1Cc2cc(/C(O)=C3\C(=O)C(=O)N(Cc4ccncc4)C3c3ccccc3F)ccc2O1 (stereo unspecified)
13) Cc1ccc(N(Cc2cc3ccccc3[nH]c2=O)C(=O)c2ccco2)c(C)c1
14) COc1ccc(C(=O)N/C(=C\c2cn(C)c3ccccc23)C(=O)NCCCN2CCOCC2)cc1OC
15) COc1ccc(CCNC(=O)CN2C(=O)NC3(CCc4ccccc43)C2=O)cc1 (stereo unspecified)
16) COc1cccc(CC(=O)N2CCC(n3nccc3NC(=O)C3CCOC3)CC2)c1 (stereo unspecified)
17) COc1cc(C(=O)NC(C(=O)Nc2cccc(C(C)=O)c2)C(C)C)cc(OC)c1OC (stereo unspecified)
18) Cc1ccc(N(CC(=O)Nc2cc(C)ccc2C)S(C)(=O)=O)cc1
19) CC(=O)c1ccc(NC(=O)CC23CC4CC(C2)CC(n2nnc(C)n2)(C4)C3)cc1
20) N#Cc1ccccc1S(=O)(=O)N1CCN(C(=O)c2ccc(-n3cncn3)c([N+](=O)[O-])c2)CC1
compound no.	11	12	13	14	15	16	17	18	19	20
PLC-beta3 inh	5	-22	0	-27	-7	-2	-4	-7	5	1
Rev-erbA mod	2	7	-1	0	-7	2	-2	-5	1	-1
DAX1 inh-1	.	-0.5	-1.1	0.1	1.5	0.1	0.1	-0.1	-1.6	-0.1
ADAM17 inh	-4	-9	-4	4	-6	1	-3	-3	2	-1
PLCg1 inh	0	-9	0	-17	1	1	1	-4	5	-1
hcDAF-12 act	2.6	-0.1	-2.0	0.2	1.2	6.9*	-1.9	-1.5	0.1	0.4
MBD2 inh	0	3	-3	4	-5	2	6	7	1	0
ssDAF-12 act	-0.4	-0.6	-1.4	-0.5	-0.9	-0.3	0.4	-1.0	-1.6	-1.1
DAX1 inh-2	-0.2	0.2	-0.2	-0.3	-1.1	0.9	0.4	-0.4	-0.1	0.8
SMARCA2 act	-1	-1	-5	-4	-1	-3	-4	-3	1	1
hgDAF-12 ag	0.6	1.0	-0.5	2.2	-1.4	3.5	-5.1	-1.5	-2.9	-1.2

21) COc1ccccc1CNS(=O)(=O)c1ccc(-n2cnnn2)c(OC)c1
22) CCn1c(SCC(=O)Nc2cc(C)on2)nc2c(c1=O)SCC2
23) COC(=O)c1cc(NC(=O)CSc2nnc(N)s2)ccc1Cl
24) C/C(=N\OC(=O)c1cccc(C(F)(F)F)c1)c1sc(-c2ccccc2)nc1C
25) COCCn1c(SCC(=O)c2ccc3c(c2)OCCO3)nnc1-c1ccco1
26) Cc1ccc(S(=O)(=O)NCC(=O)OCC(=O)NC(=O)NC2CCCC2)cc1
27) CC(C)(C)c1n[nH]c(=S)n(/N=C/c2cccs2)c1=O
28) Cc1cccn2cc(-c3ccc(S(=O)(=O)N4CCCCC4)cc3)nc12
29) Cc1ccc(/C=C/S(=O)(=O)NCCC(=O)NCc2ccc(F)cc2)cc1
30) COc1ccc(CC(=O)NCc2ccccc2)cc1
compound no.	21	22	23	24	25	26	27	28	29	30
PLC-beta3 inh	-1	-5	2	1	0	-5	0	i	-7	-4
Rev-erbA mod	-2	1	5	-4	6	5	4	-3	0	2
DAX1 inh-1	-1.4	1.4	1.4	-0.6	-0.4	0.6	-0.7	-0.9	0.9	-1.9
ADAM17 inh	-1	-3	0	-3	3	-2	-6	-370	-4	-5
PLCg1 inh	0	0	0	1	0	3	-2	-475	-2	-1
hcDAF-12 act	1.1	1.6	-0.6	-1.1	-1.9	-1.0	3.9	-1.3	-1.8	-0.5
MBD2 inh	-1	-4	0	-5	0	-1	2	10	3	1
ssDAF-12 act	-1.3	-1.0	-0.8	-0.1	-0.9	-1.6	-0.4	-0.9	-0.5	-1.5
DAX1 inh-2	0.2	1.0	-1.3	-0.9	-0.6	-0.2	0.6	-0.6	-2.8	-1.0
SMARCA2 act	1	-1	1	0	-2	2	-2	-2	-1	-1
hgDAF-12 ag	-0.2	-2.4	0.4	1.5	0.1	0.0	5.0	3.5	-0.8	1.6

Four entries already listed, ordered by SMILES length, descending:
24) C/C(=N\OC(=O)c1cccc(C(F)(F)F)c1)c1sc(-c2ccccc2)nc1C
26) Cc1ccc(S(=O)(=O)NCC(=O)OCC(=O)NC(=O)NC2CCCC2)cc1
28) Cc1cccn2cc(-c3ccc(S(=O)(=O)N4CCCCC4)cc3)nc12
22) CCn1c(SCC(=O)Nc2cc(C)on2)nc2c(c1=O)SCC2
compound no.	24	26	28	22
PLC-beta3 inh	1	-5	i	-5
Rev-erbA mod	-4	5	-3	1
DAX1 inh-1	-0.6	0.6	-0.9	1.4
ADAM17 inh	-3	-2	-370	-3
PLCg1 inh	1	3	-475	0
hcDAF-12 act	-1.1	-1.0	-1.3	1.6
MBD2 inh	-5	-1	10	-4
ssDAF-12 act	-0.1	-1.6	-0.9	-1.0
DAX1 inh-2	-0.9	-0.2	-0.6	1.0
SMARCA2 act	0	2	-2	-1
hgDAF-12 ag	1.5	0.0	3.5	-2.4

Additional entries.
31) CCN(CC)CC#CC(C)OCOCC#CCOC (stereo unspecified)
32) CCC(C)NC(=O)Cn1cnc2sc(C)c(S(=O)(=O)N3CCCCC3)c2c1=O (stereo unspecified)
33) FC(F)Sc1ccc(NC(=S)NC2CCCC2)cc1
34) Cc1cc(N2CCN(c3nc(-c4ccccc4)cs3)CC2)c2ccccc2n1
35) CCOc1ccc(-n2c(SCC(=O)Nc3ccccc3-c3ccccc3)nnc2-c2ccncc2)cc1
36) CC(=O)NCc1nc2ccccc2n1C(C)C
37) COc1ccc(NC(=S)N(CCc2ccncc2)C(C)C)cc1Cl
38) Cc1nc(N(C)C)ncc1C(=O)O
39) CN1CCN(S(=O)(=O)c2ccc(Sc3nnnn3-c3ccccc3)c([N+](=O)[O-])c2)CC1
40) Cc1nc2scc(-c3ccc(C(C)(C)C)cc3)c2c(=O)n1N
compound no.	31	32	33	34	35	36	37	38	39	40
PLC-beta3 inh	4	0	-5	-6	4	1	2	-13	3	0
Rev-erbA mod	2	-1	2	3	12	1	-6	-2	1	3
DAX1 inh-1	0.7	0.2	0.3	-0.6	.	1.1	-0.5	1.5	-0.7	-0.6
ADAM17 inh	3	-2	-6	0	2	3	-2	-15	-1	1
PLCg1 inh	2	-1	0	1	0	-1	-1	-11	3	3
hcDAF-12 act	0.4	1.2	2.3	0.1	-1.6	-0.3	-2.5	0.7	0.2	-2.8
MBD2 inh	-1	-3	-2	1	-3	1	-1	1	-1	4
ssDAF-12 act	-0.6	-1.0	-1.4	-1.6	-1.8	-0.2	-1.2	-0.6	-1.2	-2.3
DAX1 inh-2	0.1	0.2	1.0	-0.1	-2.3	0.3	-1.1	0.7	0.2	-0.9
SMARCA2 act	1	-2	-3	1	-2	-2	-3	0	1	1
hgDAF-12 ag	0.7	1.9	5.3	-4.3	1.3	-3.1	-4.9	-1.0	-1.1	-5.2

41) O=c1[nH]c(-c2ccncc2)nc2ccccc12
42) CNC(=O)N(O)C1N(NC(=O)Nc2cccc3ccccc23)C(=S)SC1(C)C (stereo unspecified)
43) O=[N+]([O-])c1ccc(-c2cnc3ccccc3n2)cc1
44) C/C(CC(=O)Nc1ccccc1)=N\NC(=O)COc1ccc(C)cc1Br
45) Clc1cccc(Cc2c(C3CCCCC3)nc3ccc(Cl)cn23)c1
46) CCOc1ccc(C2C(C#N)=C(N)Oc3cc(C)oc(=O)c32)cc1 (stereo unspecified)
47) N#Cc1ccc(Oc2ccc(S(=O)(=O)N3CCOCC3)cn2)cc1
48) CCc1ccc(NC(=O)Nc2cc(C(=O)O)ccc2N2CC3CC(C2)c2cccc(=O)n2C3)cc1 (stereo unspecified)
compound no.	41	42	43	44	45	46	47	48
PLC-beta3 inh	-7	0	-6	-1	-9	0	1	-8
Rev-erbA mod	-6	6	-1	-4	-2	-1	-7	-7
DAX1 inh-1	-0.6	-0.2	-0.5	-0.3	.	0.9	2.4	0.3
ADAM17 inh	-3	3	-6	-3	-1	-3	-1	-3
PLCg1 inh	-7	0	-5	-2	-4	-2	2	1
hcDAF-12 act	1.2	5.4	1.2	-0.8	-0.6	1.5	-0.9	0.7
MBD2 inh	4	-1	3	5	0	2	-2	5
ssDAF-12 act	-0.4	-0.9	-0.7	-1.3	-1.2	-0.8	-1.3	-1.0
DAX1 inh-2	0.3	-0.5	-0.1	0.8	-0.8	-0.5	-1.1	-0.1
SMARCA2 act	0	0	1	-3	-4	4	-1	-2
hgDAF-12 ag	3.1	-1.0	4.0	3.8	1.5	-0.5	-1.6	4.0
